Screens as filed in PubChem BioAssay.
Pf Dd2 inh – blocks in vitro growth of P. falciparum Dd2; P. falciparum Dd2 growth, SYBR Green, 72 h; Potency, µM (titrated, usually from 28.9 µM), without a hit: top-dose activity, negative = inhibition, actives largely listed as inhibitors; 4.3% of 120,000 active; AID 1347417; active = well fitted inhibition curve with a large enough effect; inconclusive = small, poorly fitted or top-dose-only effect; inactive = no such curve, though single readings can be large or run the other way;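 note: plate controls were DMSO vehicle for no effect and reference drug for full effect; nearly all actives have a fitted effect of over 65% in size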
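Readout: SYBR Green fluorescence, 485 nm excitation, 535 nm emission, after ~16 h lysis at 37C. Before that, Dd2-infected red cells (2.5% hematocrit) grew 72 h with compound, 29 uM top final concentration.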
* hit, by the source's call; i = inactive; u = inconclusive; [ ] = remark or other dose. Potency is the fitted concentration of half-maximal effect. Not all compounds are listed; count on the stated rates, not on these rows.

SMILES	Pf Dd2 inh
O=C(C1CCc2ncc(-c3ccc(F)cc3)n2C1)N1CCCC1 (stereo not given)	-4%
Cc1ccc(Cn2cc(-c3ccncc3)cc2C(=O)NCC2CC2)cc1	11µM*
CCCOc1ccc(-c2nonc2NC(=O)COc2ccc(C)cc2)cc1OCCC	u
Cc1noc(-c2cccn3c(CNC(=O)c4cccnc4)nnc23)n1	-20%
CCS(=O)(=O)N1CCc2cc(C(=O)Nc3cc(OC)c(Cl)cc3OC)ccc21	12%
C#CCOc1ccc(C(=O)N[C@@H]2CN(Cc3ccc(C(=O)O)cc3)CCC[C@H]2O)cc1	-4%[44.1 µM]
COc1ccccc1C(=O)N1CCCn2nc(C)c(-c3ccccc3Oc3ccccc3)c21	-19%[44.1 µM]
Cc1ccc(CNC(=O)N2C[C@@H](F)C[C@H]2C(=O)N2CCc3ccccc3C2)cc1	-14%
COCCNC(=O)[C@H]1C[C@H](Oc2ccccc2)CN1C(=O)c1ccccc1OC	u
CNc1c(-c2noc(C)c2C(=O)NCCCOC)cnn1C	i
C[S+](=O)([O-])N1Cc2ccccc2OC2(CCN(C(=O)c3ccc4[nH]ccc4c3)CC2)C1	u
COCCn1cc(CN2CCN(Cc3ccccc3F)CC2)ccc1=O	22%
O=C(O)C1=NOC2CN(C(=O)C3CCCC3)CC12 (stereo not given)	21%[44.1 µM]
Cc1nc(C)c(C(=O)N2CCCC2c2nc(CCOCC3CCCC3)no2)s1 (stereo not given)	-12%
CC(C)CCN1CCOc2cc(C(=O)Nc3cccnc3)ccc2C1	22%[44.1 µM]
COC[C@H]1NC(=O)CC[C@H]1C(=O)Nc1cc(C)ccc1OC	-14%
CCC1(N2CCN(C(=O)c3ccc(Cl)cc3OC)CC2)CCN(C(=O)NC)C1 (stereo not given)	u
CCCCN(C)CCNC(=O)c1nn(-c2ccc(OC)c(Cl)c2)c(=O)c2c1c1ccccc1n2C	u
COCCn1c(C)nnc1-c1cc(-c2cccc(OC(F)(F)F)c2)ccn1	i
CCOC(=O)c1c(NC(=O)c2cc3nc(-c4ccc(Br)cc4)cc(C(F)(F)F)n3n2)sc(C(C)=O)c1C	5%
CC(=O)c1ccc(NC(=O)CSc2nnc3c(n2)[nH]c2ccccc23)cc1	u
O=C1CC(c2ccccc2C(F)(F)F)c2c(c3ccccc3[nH]c2=O)O1 (stereo not given)	5%
COC(=O)c1cc(NC(=O)c2oc(=O)c3ccccc3c2-c2ccccc2)cc(C(=O)OC)c1	-18%
COc1ccc(C(C)NC(=O)c2ccc(Cn3ccn4nc5c(c4c3=O)CCCC5)cc2)cc1OC (stereo not given)	u
Cc1cc(Cl)ccc1NC(=O)C1CCCN(c2nnc(C)c3c(C)n(-c4ccccc4)nc23)C1 (stereo not given)	16%
O=C(CSc1nc2ccccc2nc1Cc1ccc(Cl)cc1)N1CCN(c2ccccc2F)CC1	22%
Cc1ccc(S(=O)(=O)N2CCC(Oc3ccc(-n4cnnn4)cc3)CC2)cc1	-4%
CCOC(=O)c1ccccc1NC(=O)CN(c1ccccc1OC)S(=O)(=O)c1ccc(C)cc1	u
CN(C)C(=O)CCC1CCN(S(=O)(=O)c2cccc(F)c2)CC1	i
CCN1C(=O)C(CC(=O)NCc2ccccc2)Sc2ncccc21 (stereo not given)	-11%
CC(C)CN1C(=O)COC[C@@H]1[C@H](O)c1ccc(NC(=O)C2CCCCC2)cc1	u
Cc1ccc(NC(=O)CCCn2nc(C)c3sc4ccccc4c3c2=O)c(Cl)c1	39%[activator]
Cn1nccc1C(=O)N1CCC2(CCCCO2)CC1	22%
CCNc1ccnc(N2C[C@H]3CN(C(=O)N(C)C)C[C@@]3(C(=O)O)C2)n1	-15%
COc1cccc(-c2ccccc2NC(=O)C2CCN(Cc3ccccc3F)CC2)c1	-19%
CC(C)N[C@@H]1CC[C@@H]1NC(=O)c1ccccc1OC(F)(F)C(F)F	7.9µM*

Quoted from the entries so far (six entries):
SMILES	Pf Dd2 inh
CC(C)CN1C(=O)COC[C@@H]1[C@H](O)c1ccc(NC(=O)C2CCCCC2)cc1	u
Cc1ccc(NC(=O)CCCn2nc(C)c3sc4ccccc4c3c2=O)c(Cl)c1	39%[activator]
Cn1nccc1C(=O)N1CCC2(CCCCO2)CC1	22%
CCNc1ccnc(N2C[C@H]3CN(C(=O)N(C)C)C[C@@]3(C(=O)O)C2)n1	-15%
COc1cccc(-c2ccccc2NC(=O)C2CCN(Cc3ccccc3F)CC2)c1	-19%
CC(C)N[C@@H]1CC[C@@H]1NC(=O)c1ccccc1OC(F)(F)C(F)F	7.9µM*

The list goes on:
SMILES	Pf Dd2 inh
CCN1CCN(CCN2CC3(CCN(C(=O)c4ccsc4)CC3)OC2=O)CC1	-6%
CCOC(=O)c1c(C)[nH]c(C)c1S(=O)(=O)N(C)CC(=O)Nc1cc(Cl)ccc1C	u
COCCN(CCNC(=O)C1Cn2cccc2C(=O)N1)Cc1ccco1 (stereo not given)	-1%
Cc1nc(-c2c3n(c(=O)n(CC(=O)Nc4ccc(C(C)C)cc4)c2=O)CCCCC3)no1	i
CCS(=O)(=O)Nc1ccc(C)n(CC(=O)N2CCCCCC2)c1=O	-18%
Cc1cccc(C(=O)N2CCC[C@H]2c2nc(-c3ccccc3Cl)no2)c1	u
Cc1cnc(CC2CCCN(S(=O)(=O)c3ccccc3)C2)n1CC1CC1 (stereo not given)	u
O=S(=O)(NC1CCc2nnc(C3CC3)n2CC1)c1cccnc1 (stereo not given)	32%[activator]
O=C(c1ccc2c(c1)OCO2)N1CCC(Cc2nc(-c3cnccn3)no2)CC1	i
CCOCC(=O)N1CCC2(CC1)C(OC)CN2c1cccc(F)c1 (stereo not given)	-15%
COC(=O)CN1C(=O)CSc2ccc(S(=O)(=O)Nc3ccc(C(C)=O)cc3)cc21	7%
NC1CCC(n2cc(C(=O)NC3CCCN(c4ncccn4)C3)nn2)CC1 (stereo not given)	-12%

Reprinted at random: 3 compounds from above.
SMILES	Pf Dd2 inh
COCCN(CCNC(=O)C1Cn2cccc2C(=O)N1)Cc1ccco1 (stereo not given)	-1%
Cc1nc(-c2c3n(c(=O)n(CC(=O)Nc4ccc(C(C)C)cc4)c2=O)CCCCC3)no1	i
COC(=O)CN1C(=O)CSc2ccc(S(=O)(=O)Nc3ccc(C(C)=O)cc3)cc21	7%

Other records follow:
SMILES	Pf Dd2 inh
COc1ccc(OC)c(CNC(=O)[C@H]2CCC[C@H]2NC(=O)c2ccc(OC)nc2)c1	-18%
CC(=O)c1cccc(NC(=O)CN2C(=O)CN(C)C(=O)c3ccccc32)c1	i
CCc1ccc(NC(=O)Cn2c(=O)n(CCCC(=O)NCc3ccccc3Cl)c(=O)c3ccccc32)cc1	-28%
CCCc1cc(=O)[nH]c2nnc(SCC)n12	50%[activator]
CCOC(=O)c1c(NC(=O)CSc2cn(CCNC(=O)c3cccc(C(F)(F)F)c3)c3ccccc23)sc2c1CCC2	u
COc1cc2ccccc2cc1C(=O)Nc1ccc2oc(-c3cc(Br)ccc3Cl)nc2c1	i
CCn1cc(S(=O)(=O)N2CCC[C@H](n3c(=O)n(CC4CC4)c4cccnc43)C2)cn1	u
COc1ccc(CCc2nc3nccc(-c4ccc5c(c4)OCCCO5)n3n2)cc1OC	u
Cc1ccc(C)c(N2CCN(S(=O)(=O)c3csc(C(N)=O)c3)CC2)c1	6%
COC(=O)CN1C(=O)C(C)(C)c2cc(S(=O)(=O)Nc3ccc(Br)cc3F)ccc21	3%
CCC1Oc2ccc(C)cc2N(CC(=O)N2CCN(c3ccccc3OC)CC2)C1=O (stereo not given)	-7%
CCOC(=O)c1noc2ncn(CC(=O)O)c(=O)c12	-3%
CCOC(=O)C(C)Sc1ccc2nnc(CCNS(=O)(=O)c3ccc(C)cc3)n2n1 (stereo not given)	6%
Cc1ccc(Cl)c(OCC(=O)c2ccc3c(c2)N(CCCC(=O)NC2CC2)C(=O)CO3)c1	u
Cc1ccc(Cn2cc(C(=O)c3ccc(F)cc3)c(=O)c3cc4c(cc32)OCO4)cc1	u
COc1ccc(-c2ccnc3nc(C4CCC4)nn23)cc1	i
COc1ccc(CCNC(=O)C2(c3cccs3)CCOCC2)cc1	52%[activator]
Cc1cc(Nc2cccc(C(F)(F)F)c2)nc2ccc(NC(=O)c3ccc(=O)[nH]c3)cc12	4µM*
Cc1noc([C@@H]2CN(C(=O)Cc3c(F)cccc3Cl)C[C@H]2CO)n1	13%
CN(C)c1cc(=O)c2ccnc(Nc3ccccn3)c2o1	-20%[44.1 µM]
CCOC(=O)c1cc(S(=O)(=O)N2CCN(c3cccc(OC)c3)CC2)[nH]n1	-17%
N#CCn1nc2n(c1=O)CCN(S(=O)(=O)c1cccc3cccnc13)CC2	4%
CN(C)C[C@@H]1CN(C)C[C@H]1NC(=O)c1cnccn1	i
COC(=O)c1ccc(NC(=O)c2cc(S(=O)(=O)N3CCC(C)CC3)cn2C)cc1	13%
N#Cc1ccccc1CN1CCCCCCNC(=O)CC1	-20%
CCn1ccc2c(OCC(=O)NCc3ccccc3)cccc2c1=O	31%
CCN1c2cc(C(=O)Nc3cccc(C#N)c3)ccc2C(=O)N2CCCCCC21 (stereo not given)	i
CCOCCOC1CCN(S(=O)(=O)c2ccc(OC)cc2)CC1	u
N#Cc1cccc(-c2ccnc(N[C@H]3CO[C@H]4[C@@H]3OC[C@@H]4NC(=O)c3ccccc3)n2)c1	i
CC1CCC(NC(=O)c2ccc3c(c2)N(Cc2ccccc2)C(=O)c2ccccc2S3(=O)=O)CC1 (stereo not given)	u
CC1(C)C(=O)N(CC(=O)Nc2ccc(OC(F)(F)F)cc2)c2ccccc21	-1%
CCNC(=O)[C@@H]1C[C@H](NC(=O)c2ccc(OC)o2)CN1Cc1nc(C)no1	0%
NC(=O)C1(C(=O)N2CCC3(CC2)CC(=O)N(C/C=C/c2ccccc2)C3)CC1	-9%
CCOc1ccc(CNC(=O)c2ccc3c(c2)sc2nc(-c4ccc(OC)cc4)cn23)cc1	u
COc1cncc(N2CC3(COCC(=O)N(Cc4cccc(OC(F)(F)F)c4)C3)C2)c1	i
COC[C@H]1C[C@@H](NC(C)=O)[C@H](O)[C@@H]1O	23%[76.6 µM]
CC(C)N1CCC(CCN2C(=O)[C@H]3CN(C)C[C@H]3C2=O)CC1	-20%
COCCNC(=S)N[C@H]1C[C@H]2C(=O)NC[C@@H](CCC(=O)N3CCN(c4ccccc4)CC3)N2C1	5%
CC(C)CCN(C)C1CCc2ccccc21 (stereo not given)	-5%[44.1 µM]
O=C(CN1C(=O)COc2ccc(S(=O)(=O)NC3CCCC3)cc21)Nc1ccc(Cl)cc1	i
O=C(Nc1cccc(Cl)c1)c1ccc(N2CC3CC(C2)[C@H]2CCCC(=O)N2C3)nc1 (stereo not given in full)	-22%
COCC1CN(C2CCC2)CC12CCN(C(=O)c1ccc(F)cc1)CC2 (stereo not given)	u
CNC(=O)C(=O)NCC(c1ccc2c(c1)OCO2)N1CCOCC1 (stereo not given)	7%
CCOc1ccc(-n2c(=O)c3c(C)c(C)sc3n(Cc3ccccc3C)c2=O)cc1	69%[activator]
COc1cccc(CN2CCCC(COc3ccccc3C(=O)N3CCC(C)CC3)C2)c1 (stereo not given)	u
CC(=O)Nc1ccc(NC(=O)CSc2cn(CC(=O)N(C(C)C)C(C)C)c3ccccc23)cc1	u
CC1CCn2c(nc3cc(C(=O)NCCc4ccc(Cl)cc4)ccc32)C1 (stereo not given)	23%
CC(=O)c1cccc(NC(=O)C2CCN(S(=O)(=O)c3ccc4c(c3)oc(=O)n4C)CC2)c1	6%

Compounds listed so far that contain a furan ring, fused or not:
SMILES	Pf Dd2 inh
COCCN(CCNC(=O)C1Cn2cccc2C(=O)N1)Cc1ccco1 (stereo not given)	-1%
CCNC(=O)[C@@H]1C[C@H](NC(=O)c2ccc(OC)o2)CN1Cc1nc(C)no1	0%

Additional structures follow.
SMILES	Pf Dd2 inh
O=C(NCCc1ccc(F)cc1)C1CN(c2ccccc2)C(=O)N1 (stereo not given)	i
CCc1ccccc1Nc1sc(C(=O)c2cccc(OC)c2)c(N)c1S(=O)(=O)c1ccccc1	11µM*
O=S(=O)(NCCc1csc2nc(-c3ccc(F)cc3)nn12)c1ccc(Oc2ccccc2)cc1	i
CC(=O)c1cccc(NC(=O)Cn2c(SCC(=O)Nc3ccc(F)cc3)nc3ccccc32)c1	23%
COc1cccc(-c2cc3c(=O)n(CCNC(=O)c4cccc5[nH]ccc45)ccn3n2)c1	u
Cc1cccc(NC(=O)Cn2c(=O)c(-c3noc(C)n3)c3n(c2=O)CCCCC3)c1	22%
COc1ccccc1N1CCN(C(=O)C(OC)c2ccccc2)CC1=O (stereo not given)	-2%
Cc1ccc(NC(=O)C(Cc2ccccc2)NS(=O)(=O)c2ccc3c(c2)oc(=O)n3C)cc1F (stereo not given)	33%[activator]
C=CCNS(=O)(=O)c1ccc(C(=O)NC(C)c2ncnn2CCC)cc1 (stereo not given)	-2%
COc1ccc(C2Cn3nnc(C(=O)N4CCN(C(=O)c5ccc(C)s5)CC4)c3CO2)cc1 (stereo not given)	u
Cc1cc(C)c2oc(-c3cccc(NC(=O)c4ccco4)c3)nc2c1	-20%
COc1ccc(-c2cc3nc4c(c(=O)n3[nH]2)CN(C(=O)c2ccc3[nH]ccc3c2)CC4)cc1	u
CC(=O)Nc1ccc(C(=O)N2CCCN(c3cc(-c4ccc(Cl)cc4)[nH]n3)CC2)cc1	-6%
Cc1ccc(C(=O)NC(C(=O)NC2CC2)C2CCN(C(=O)c3ccccc3F)CC2)cc1 (stereo not given)	i
CC(C)c1cc(CN(C)C(=O)c2cc(COc3ccccc3)[nH]n2)on1	-24%
O=C(C1CCCN(C2CCN(c3ncccn3)CC2)C1)N1CCOCC1 (stereo not given)	-3%
